D2 antag = antagonizes the human D2 dopamine receptor; P14416; HEK293 TREx D2 cells, calcium flux, dopamine EC80; inhibition, % at 10 µM; actives 2% (n = 340,000); in the data active = inhibition above about 30%; also: 0% is about no effect
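Calcium mobilization kinetics were recorded at 1 s intervals in tetracycline-induced HEK293 T-REx D2 cells, first for 180 s after compound addition and then 180 s after EC80 dopamine.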
D2 agonist = activates the human D2 dopamine receptor | P14416 | HEK293 T-REx D2 cells, calcium flux agonist mode | activation, % at 2 µM | actives 0.53% (n = 340,000) | AID 485358;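 active = activation over 3 SD above normal in the single-dose calcium agonist read, cut at about 30% in these data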; also: 0% is about no effect
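Tetracycline-induced HEK293 T-REx cells with force-coupled D2 receptor, plated overnight at 30 C, loaded with no-wash calcium dye. After a 10 s baseline, compound was pin-added and calcium flux read kinetically for 180 s; calcium rises flagged agonists.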
TRHR ag = agonists of human TRH receptor; AID 493084; TRHR cells, calcium flux fluo-8, FDSS agonist mode; actives 0.18% (n = 360,000); P34981; activation, % at 2 µM; in the data active = activation above about 30%; also: 0% is about no effect
Target sequence (P34981 whole entry, looked up): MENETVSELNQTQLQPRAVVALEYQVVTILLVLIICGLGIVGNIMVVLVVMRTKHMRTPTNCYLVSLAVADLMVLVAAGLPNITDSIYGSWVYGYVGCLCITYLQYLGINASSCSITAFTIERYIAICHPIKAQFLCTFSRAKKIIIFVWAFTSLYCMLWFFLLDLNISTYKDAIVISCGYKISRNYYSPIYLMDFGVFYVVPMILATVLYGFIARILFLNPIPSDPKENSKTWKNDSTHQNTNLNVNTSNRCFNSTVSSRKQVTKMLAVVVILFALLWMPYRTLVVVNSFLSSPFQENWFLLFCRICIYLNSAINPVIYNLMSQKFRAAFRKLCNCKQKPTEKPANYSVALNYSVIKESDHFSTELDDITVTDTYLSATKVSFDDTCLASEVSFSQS
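Fluo-8-loaded TRHR cells; 10 s baseline, compound added, kinetic Ca2+ fluorescence read 1/s, agonist mode.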
PI4K2A inh = PI4K2A (human) kinase inhibition. activity change, negative = inhibition, % at 76.9 µM. actives 0.13% (n = 420,000). Q9BTU6. purified PI4K2A, ADP-Glo luminescence, 1 h; stronger effect = lower value. AID 1346378; in the data active = activity change below about -50%; inconclusive = mostly about -30% to -49%;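 also: -100% = wells without enzyme as full effect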
Target sequence (Q9BTU6 whole entry, looked up): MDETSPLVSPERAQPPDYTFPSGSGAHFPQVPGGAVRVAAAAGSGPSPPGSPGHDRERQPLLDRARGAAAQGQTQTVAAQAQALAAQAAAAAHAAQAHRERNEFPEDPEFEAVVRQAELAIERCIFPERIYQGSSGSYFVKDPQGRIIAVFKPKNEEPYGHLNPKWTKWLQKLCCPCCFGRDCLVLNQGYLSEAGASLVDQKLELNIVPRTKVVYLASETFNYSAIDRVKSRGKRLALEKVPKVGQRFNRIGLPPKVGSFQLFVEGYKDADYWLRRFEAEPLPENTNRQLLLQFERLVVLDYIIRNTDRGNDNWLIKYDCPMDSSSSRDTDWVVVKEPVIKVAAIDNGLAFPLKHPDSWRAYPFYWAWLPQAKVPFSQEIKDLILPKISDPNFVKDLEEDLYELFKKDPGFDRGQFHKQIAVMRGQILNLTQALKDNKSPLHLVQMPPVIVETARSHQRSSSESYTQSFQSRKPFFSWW
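In this quantitative HTS, ADP production by PI4K2A was quantified luminescently after 1 h at ambient temperature; 100 microM adenosine served as plate-quality control.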
TRHR PAM = allosterically enhances the human TRH receptor; P34981; TRHR cells, fluo-8 calcium fluorescence, EC20 TRH enhancement; enhancement, % at 2 µM; actives 0.66% (n = 360,000); in the data active = enhancement above about 30%; also: 0% is about no effect
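Enhancer read-out: after compound pinning and an initial kinetic agonist-mode read, an EC20 of TRH (10 nM final) was injected and fluo-8 calcium signal (Ex 480/Em 530) followed at 1 s/cycle for 100 cycles in TRHR-expressing cells.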
USP1-UAF1 inh = USP1/UAF1 (human) deubiquitinase inhibition; recombinant USP1/UAF1, Ub-Rhodamine cleavage fluorescence; actives 0.23% (n = 390,000); AID 743255; O94782; Potency, µM (titrated, usually from 57.1 µM), for inactives: at the highest dose activity change, negative = inhibition, usual class: inhibitors; also: potency is read from the fitted curve at half-maximal effect; % is scaled to controls: 0 for no effect and ±100 for the full control effect; nearly all actives have a fitted effect of over 60% in size; inactives centre near -12
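In this screen, compounds sit with the deubiquitinase complex (1nM) for 15 min at room temperature before Ub-Rho is added at 150nM final. Fluorescence rise is then followed for 6 reads every 60 seconds.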
IDH1 R132H inh = inhibitors of human mutant IDH1 R132H; Potency, µM (doses to about 76.6 µM), for inactives: top-dose activity change, negative = inhibition, most hits filed as inhibitors; AID 602179; IDH1-R132H enzyme, NADPH consumption, diaphorase/resazurin fluorescence; actives 0.093% (n = 390,000); also: potency is read from the fitted curve at half-maximal effect; % is scaled to controls: 0 for no effect and ±100 for the full control effect; nearly all actives have a fitted effect of over 65% in size
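IDH1-R132H (0.5 ug/mL dispensed) in pH 7.5 Tris buffer was preincubated 30 min with compound, then given a substrate mix of 0.016 mM NADPH and 2 mM alpha-KG for 80 min at room temperature; remaining NADPH was read by diaphorase/resazurin fluorescence.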
TrxR1 substrate = is turned over as a substrate by rat TrxR1. purified TrxR1 substrate turnover, NADPH consumption readout. Potency, µM (doses to about 114 µM), without a hit: at the highest dose activity change, negative = substrate turnover. actives 0.01% (n = 390,000); also: potency is read from the fitted curve at half-maximal effect; % is scaled to controls: 0 for no effect and ±100 for the full control effect; nearly all actives have a fitted effect of over 50% in size
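Rat TrxR1, dispensed at 90 nM, was prereduced with 400 uM NADPH (final) for 5 min at ~22 deg C, then incubated with compound 15 min before 400 uM selenite. A first-read NADPH fluorescence drop versus no-compound background flagged substrates.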
rTrxR1 inhibitor = blocks rat thioredoxin reductase 1; recombinant rTrxR1, NADPH fluorescence consumption, selenite substrate; Potency, µM (titrated, usually from 114 µM), inactives show at the highest dose activity change, negative = inhibition, actives largely listed as inhibitors; actives 1% (n = 390,000); AID 588453; also: potency is read from the fitted curve at half-maximal effect; % is scaled to controls: 0 for no effect and ±100 for the full control effect; nearly all actives have a fitted effect of over 65% in size
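Rat TrxR1 (90 nM in the dispensed reagent) was pre-reduced with 400 uM NADPH for 5 min at room temperature, then incubated with compound for 15 min. After 400 uM selenite was added, NADPH fluorescence (Ex 340/Em 450 nm) was followed for 8 min.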
Active calls of the source: *; ? = inconclusive; nt = not tested or not shown; [ ] = another dose, or the depositor's remark. Unless noted, calls follow the shape of the dose curve; as a rule, active = well fitted inhibition curve with a large enough effect; inconclusive = small, poorly fitted or top-dose-only effect; inactive = no such curve, though single readings can be large or run the other way.

1) COc1ccc(-n2c(Cc3cccn3C)nnc2SCC(=O)Nc2ccc(C)cc2C)cc1
2) O=C(CSc1nc(O)c(Cc2ccccc2)c(=O)n1-c1ccccc1)N1CCOCC1
3) CCN(CC)c1ccc(/C=C2/C(=O)ON=C2C)cc1
4) COc1cc(-c2nn3c(C4CCCCC4)nnc3s2)cc(OC)c1OC
5) CC1CCN(S(=O)(=O)c2ccc3c(c2)oc(=O)n3CC(=O)O)CC1
6) CCCCOc1ccc(NC(=O)CN2CCN(CC)CC2)cc1
7) CCOc1ccc(NC(=O)C2CCC(CNc3c(N4CCC(C)CC4)c(=O)c3=O)CC2)cc1 (configuration not stated)
8) COc1cc2c(cc1OC)-c1nnc(C)n1C(C)(C)C2

screen / no.,1,2,3,4,5,6,7,8
USP1-UAF1 inh,1%,-20%,-7%,1%,-20%,-8%,-9%,-12%
D2 agonist,-1.2,0.6,12,0.0,-0.8,-0.1,0.0,nt
rTrxR1 inhibitor,1%[57.1 µM],13%,-35%,20%,20%[57.1 µM],9%[57.1 µM],20%,18%
TRHR PAM,3,-3,1,1,-5,5,3,5
PI4K2A inh,-1,2,-5,-18,1,4,5,-4
D2 antag,4,8,10,19,nt,3,31*,nt
TRHR ag,-0.5,-3.3,10.0,-0.8,0.2,-0.9,-0.2,-0.4
IDH1 R132H inh,0%,0%,-2%,1%,-1%,6%,1%,6%
TrxR1 substrate,6%[57.1 µM],2%[11.4 µM],-19%,11%,-5%[57.1 µM],-10%,6%,11%

9) CCCNC(=O)Nc1ccsc1C(=O)OC
10) COc1ccc(/C=N/NC(=O)c2ccco2)cc1Cn1nc(C)c([N+](=O)[O-])c1C
11) N#C/C(=C\c1ccccc1)c1nc(-c2cc3cc(Br)ccc3oc2=O)cs1
12) Cc1ccc(NC(=S)N/N=C/c2ccc(Cl)c([N+](=O)[O-])c2)cc1
13) COC(=O)c1ccc(NC(=O)CC2C(=O)N(c3ccc(C)cc3)C(=O)N2Cc2ccc(OC)cc2)cc1 (configuration not stated)
14) Cc1ccc(NC(=O)CC2CCCC2)c(Br)c1
15) Cc1cc(S(=O)(=O)n2ccnc2C(C)C)cc([N+](=O)[O-])c1C
16) COc1ccc(NC(=O)N2CCCc3cccc(C)c32)cc1

screen / no.,9,10,11,12,13,14,15,16
USP1-UAF1 inh,-4%,-4%,-16%,-20%,-9%,-11%,11%,6%
D2 agonist,2.3,-0.5,0.8,-0.2,-0.1,-0.5,-0.5,-2.9
rTrxR1 inhibitor,7%,-7%[57.1 µM],19%,-3%,29%,-2%[57.1 µM],11%[11.4 µM],29%
TRHR PAM,-1,-4,-5,7,3,-4,6,-1
PI4K2A inh,2,0,-5,1,-3,1,-5,-3
D2 antag,10,-2,nt,2,nt,-3,nt,8
TRHR ag,-3.0,-1.1,-0.2,1.1,-0.1,0.0,1.0,-1.1
IDH1 R132H inh,2%,6%,-1%,2%,-1%,-9%,-11%,-4%
TrxR1 substrate,-3%,-9%[57.1 µM],3%,-1%,2%,0%[57.1 µM],-2%,1%

17) Cc1cc(C)c(C)c(OCC(=O)N2CCOCC2)c1
18) S=C(Nc1ccc(Br)cc1)NC1CCCC1
19) COc1ccc2c(c1)CC/C(=C\C=C\c1ccccc1)C2=O
20) Cc1noc(C)c1COC(=O)[C@@H](NC(=O)c1ccccc1)C(C)C
21) Cc1ccc(S(=O)(=O)CC(=O)N2CCN(c3cccc(C(F)(F)F)c3)CC2)cc1
22) Cc1ccc(C2(C(F)(F)F)NC(=O)N3CCCN=C3S2)cc1 (configuration not stated)
23) O=C(CNC(=O)c1ccccc1)OCc1nc2ccccc2s1
24) CCN(CC)CCNCc1cc(Br)ccc1OCC(=O)NCc1ccccc1

screen / no.,17,18,19,20,21,22,23,24
USP1-UAF1 inh,-5%,-7%,?,-13%,-11%,9%,0%,-2%
D2 agonist,1.2,0.3,-0.6,2.3,-1.0,-0.3,0.5,-2.0
rTrxR1 inhibitor,0%,-5%,?,17%,-13%,6%,16%,3%
TRHR PAM,7,-8,2,1,-2,0,-4,-4
PI4K2A inh,0,0,1,1,5,2,4,1
D2 antag,-16,0,-9,1,8,6,0,3
TRHR ag,-1.2,1.2,0.5,-0.7,-0.6,-1.6,-0.1,1.1
IDH1 R132H inh,3%,3%,17%,9%,5%,5%,-11%,7%
TrxR1 substrate,-3%,-2%,-3%,3%,-6%,0%,5%,-5%

An excerpt of these results, in markdown.
| item | mol | USP1-UAF1 inh | D2 agonist | rTrxR1 inhibitor | TRHR PAM | PI4K2A inh | D2 antag | TRHR ag | IDH1 R132H inh | TrxR1 substrate |
| --- | --- | --- | --- | --- | --- | --- | --- | --- | --- | --- |
| 17 | Cc1cc(C)c(C)c(OCC(=O)N2CCOCC2)c1 | -5% | 1.2 | 0% | 7 | 0 | -16 | -1.2 | 3% | -3% |
| 21 | Cc1ccc(S(=O)(=O)CC(=O)N2CCN(c3cccc(C(F)(F)F)c3)CC2)cc1 | -11% | -1.0 | -13% | -2 | 5 | 8 | -0.6 | 5% | -6% |
| 18 | S=C(Nc1ccc(Br)cc1)NC1CCCC1 | -7% | 0.3 | -5% | -8 | 0 | 0 | 1.2 | 3% | -2% |
| 23 | O=C(CNC(=O)c1ccccc1)OCc1nc2ccccc2s1 | 0% | 0.5 | 16% | -4 | 4 | 0 | -0.1 | -11% | 5% |
| 20 | Cc1noc(C)c1COC(=O)[C@@H](NC(=O)c1ccccc1)C(C)C | -13% | 2.3 | 17% | 1 | 1 | 1 | -0.7 | 9% | 3% |

Remaining list, next part
25) O=C(Nc1ccc(Cl)cc1)c1ccc(-n2cccn2)c([N+](=O)[O-])c1
26) O=C(N/N=C/c1ccccc1)C1CCCN1C(=O)c1cc([N+](=O)[O-])cc([N+](=O)[O-])c1 (configuration not stated)
27) Cc1c(C(C)C)c(=O)n(-c2ccc(S(=O)(=O)NC(C)C)cc2)n1C
28) CC(=O)c1ccc(NC(=O)c2nc3nc(C)cc(C(F)F)n3n2)cc1
29) COc1cc(OC)c(C(=O)NC2CCCCCC2)cc1OC
30) Cc1ccc(C)c(-c2csc(NC(=O)c3c(C)noc3C)n2)c1
31) COc1cccc(NC(=O)CN(C)C(=O)C2=COCCO2)c1
32) CCc1ccc(S(=O)(=O)ON2C(=O)c3ccccc3C2=O)cc1

screen / no.,25,26,27,28,29,30,31,32
USP1-UAF1 inh,-16%,-26%,-20%,-16%,-10%,-1%,-1%,-2%
D2 agonist,0.8,0.2,0.0,0.2,-0.5,0.5,nt,0.5
rTrxR1 inhibitor,-34%,?,21%[57.1 µM],15%,-13%,-12%,-11%,?
TRHR PAM,-5,19,-7,-1,-4,-17,6,-3
PI4K2A inh,-4,5,-6,0,-1,0,-8,-5
D2 antag,1,9,-16,nt,-8,19,nt,-18
TRHR ag,-0.3,0.2,0.3,0.7,-0.4,-0.2,0.6,-0.3
IDH1 R132H inh,20%,0%,3%,-8%,6%,-14%,0%,4%
TrxR1 substrate,-1%,-9%,8%[57.1 µM],-6%,6%,-11%,-5%,2%[57.1 µM]

33) C[C@H](CO)N1C[C@H](C)[C@@H](CN(C)S(=O)(=O)c2ccccc2)Oc2c(NC(=O)Nc3ccc(C(F)(F)F)cc3)cccc2C1=O
34) COc1ccc(CNC(=O)CCC(=O)c2ccc(F)cc2)cc1OC
35) CCOc1ccc([C@@H]2CC=C(C(=O)O)[C@H](c3cccc(Cl)c3)N2S(=O)(=O)c2ccc(C)cc2)cc1
36) O=C(O)c1ccc(CN2C(=O)c3ccc(Oc4ccc([N+](=O)[O-])cc4)cc3C2=O)cc1
37) O=Cc1cn[nH]c1-c1ccccc1
38) Cc1nc(N2CCC(C)CC2)c2oc3ccccc3c2n1
39) Nc1ccc(N=Nc2ccc(N)cc2)cc1
40) CN(C(=O)COC(=O)c1ccc(Cl)cc1N)C1CCS(=O)(=O)C1 (configuration not stated)

screen / no.,33,34,35,36,37,38,39,40
USP1-UAF1 inh,-32%,-22%,?,6%,-16%,-14%,-19%,-12%
D2 agonist,nt,nt,-1.1,0.4,-0.6,-0.2,0.9,0.5
rTrxR1 inhibitor,13%[57.1 µM],-7%,5%,8%,6%,9%,-31%,-28%
TRHR PAM,nt,nt,0,-6,-4,3,0,-2
PI4K2A inh,-2,-1,4,0,1,-4,9,2
D2 antag,nt,nt,6,-4,14,6,7,4
TRHR ag,nt,nt,-0.5,0.9,1.1,-0.7,0.9,0.0
IDH1 R132H inh,-13%,2%,-13%,7%,11%,-3%,3%,2%
TrxR1 substrate,2%[57.1 µM],-1%,-1%,-7%,5%,2%,-23%,173%[activator]

41) COc1cccc(/C=N/Nc2ccc(S(=O)(=O)Nc3ccccc3C(=O)O)cc2[N+](=O)[O-])c1O
42) Cc1ccc(C(=O)Nc2ccc(C(=O)O)cc2)cc1S(=O)(=O)Nc1ccccc1
43) Cc1cc(-c2ccccc2)nc2c(Br)c(C(=O)O)nn12
44) CN1CCN(c2nc3ccccc3nc2NS(=O)(=O)c2ccc(Br)cc2)CC1

screen / no.,41,42,43,44
USP1-UAF1 inh,?,-10%,?,0%
D2 agonist,nt,-1.1,nt,nt
rTrxR1 inhibitor,-19%,9%,?,-1%[57.1 µM]
TRHR PAM,nt,4,nt,nt
PI4K2A inh,-6,-4,-4,-1
D2 antag,nt,nt,nt,nt
TRHR ag,nt,0.0,nt,nt
IDH1 R132H inh,?,8%,-1%,6%
TrxR1 substrate,-6%,6%,-3%,9%[57.1 µM]

Source: PubChem (National Center for Advancing Translational Sciences (NCATS))
